Compound activity from PubChem BioAssay.
A549 viability: kills or reduces viability of A549 cells in Nrf2 counter-screen | 0.16% of 390,000 active | Potency, µM (top dose mostly 46 µM), without a hit: at the top dose activity change, negative = cytotoxicity, actives largely listed as inhibitors | AID 504648 | A549 ARE-Fluc cells, CellTiter-Fluor viability, 18-24 h; further: potency means the concentration at half of the fitted maximal effect; on the % scale 0 is the no-effect control and ±100 the full control effect
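A549 ARE-Fluc cells in 5% FBS OPTI-MEM, 5000 cells/well, rested 2 h then exposed to compounds in concentration-response for 18-24 h at 37 °C. Viability by CellTiter-Fluor fluorescence (Ex 405/Em 525) after 30 min; luciferase luminescence (BugLite, 15 min, RT) read afterwards.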
EPAC2 antagonist: blocks human EPAC2 exchange factor. Q8WZA2. EPAC2 GEF exchange of Rap1B-BODIPY-GDP, fluorescence. Potency, µM (top dose mostly 114 µM), without a hit: at the top dose activity, negative = inhibition, usual class: inhibitors. AID 720708. 0.18% of 360,000 active; further: potency means the concentration at half of the fitted maximal effect; on the % scale 0 is the no-effect control and ±100 the full control effect; nearly all actives have a fitted effect of over 45% in size; many of its hits are not listed in these tables
Target sequence (Q8WZA2 whole entry, looked up): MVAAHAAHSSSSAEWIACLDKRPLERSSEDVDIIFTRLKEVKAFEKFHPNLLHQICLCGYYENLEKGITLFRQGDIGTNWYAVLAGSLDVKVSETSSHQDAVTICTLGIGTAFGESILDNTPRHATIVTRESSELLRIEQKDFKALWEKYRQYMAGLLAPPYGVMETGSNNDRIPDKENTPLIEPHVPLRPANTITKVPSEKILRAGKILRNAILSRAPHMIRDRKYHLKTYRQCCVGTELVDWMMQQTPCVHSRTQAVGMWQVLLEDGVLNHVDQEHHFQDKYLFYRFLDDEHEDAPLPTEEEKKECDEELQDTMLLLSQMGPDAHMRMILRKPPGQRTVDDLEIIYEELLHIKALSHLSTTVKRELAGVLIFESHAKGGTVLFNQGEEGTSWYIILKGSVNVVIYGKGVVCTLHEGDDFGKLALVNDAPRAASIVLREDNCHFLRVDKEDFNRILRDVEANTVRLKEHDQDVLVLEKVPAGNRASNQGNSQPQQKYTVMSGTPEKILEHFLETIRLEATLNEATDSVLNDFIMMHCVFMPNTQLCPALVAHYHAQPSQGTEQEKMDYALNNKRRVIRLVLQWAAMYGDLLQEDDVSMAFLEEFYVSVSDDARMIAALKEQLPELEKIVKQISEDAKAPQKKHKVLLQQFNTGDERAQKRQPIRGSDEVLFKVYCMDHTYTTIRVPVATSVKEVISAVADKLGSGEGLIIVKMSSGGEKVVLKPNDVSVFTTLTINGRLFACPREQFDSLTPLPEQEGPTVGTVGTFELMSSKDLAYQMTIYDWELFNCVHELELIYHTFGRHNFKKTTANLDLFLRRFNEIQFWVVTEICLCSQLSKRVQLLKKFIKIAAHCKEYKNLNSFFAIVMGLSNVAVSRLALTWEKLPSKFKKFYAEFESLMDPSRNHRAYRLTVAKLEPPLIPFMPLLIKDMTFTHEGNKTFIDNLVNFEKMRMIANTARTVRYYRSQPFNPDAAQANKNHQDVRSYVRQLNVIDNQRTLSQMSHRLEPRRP
EPAC2 agonist: EPAC2 (human) agonism; AID 720711; EPAC2 activation, biochemical qHTS; response scale: 100% = 6.5 mM cAMP response; Potency, µM (highest dose often 154 µM), inactives show at the highest dose activation, usual class: activators; 0.079% of 360,000 active; Q8WZA2; further: potency means the concentration at half of the fitted maximal effect; nearly all actives have a fitted effect of over 50% in size
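Readout is BODIPY fluorescence (480 nm excitation, 540 nm emission), which falls as labeled GDP is exchanged off Rap1B. EPAC2 at 100 nM acted on 250 nM RAP1B-BODIPY-GDP with 50 uM GDP present.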
TGFb SMAD3 inh: TGF-b pathway inhibition | HepG2 CAGA-GFP TGF-b/SMAD3 reporter, GFP fluorescence, 18 h; TGF-beta stimulated, 500 pg/mL final | 1.2% of 410,000 active | Potency, µM (series often up to 46.1 µM), for inactives: top-dose activity, negative = inhibition, hits mostly inhibitors | AID 588855; further: potency means the concentration at half of the fitted maximal effect; on the % scale 0 is the no-effect control and ±100 the full control effect; nearly all actives have a fitted effect of over 65% in size
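HEPG2 CAGA-GFP, 1000 cells/well; 2 h settle, 37 C; cpd via pin tool; TGF-b 500 pg/mL final; 18 h, 37 C; GFP imaging ex488/em500-530; %Activity normalised to -TGF-b and +DMSO controls; CRC fit, curve class.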
MmCpn inh: M. maripaludis TRiC chaperonin inhibition. AID 504842. Potency, µM (titrated, usually from 76.9 µM), inactives show at the top dose activity, negative = inhibition, usual class: inhibitors. purified Mm-Cpn ATPase, ADP Transcreener TR-FRET. 0.031% of 330,000 active; further: potency means the concentration at half of the fitted maximal effect; on the % scale 0 is the no-effect control and ±100 the full control effect; nearly all actives have a fitted effect of over 80% in size
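ATPase turnover read by TR-FRET ADP competition (Eu cryptate antibody/ADP-d2, 665/590 nm): 10uM ATP final, 25nM Mm-CPN final, 30 min 37degC after 10-min compound preincubation, pH 7.4 Tris/KCl/MgCl2/DTT buffer.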
Nrf2 inh: Nrf2 pathway inhibition; Potency, µM (highest dose often 46 µM), for the others: at the highest dose activity change, negative = inhibition, usual class: inhibitors; 2.1% of 360,000 active; A549 ARE-Fluc reporter, luciferase luminescence, 18-24 h; AID 504444; further: potency means the concentration at half of the fitted maximal effect; on the % scale 0 is the no-effect control and ±100 the full control effect; nearly all actives have a fitted effect of over 60% in size
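Nrf2 function is reported as luminescence of an ARE-controlled luciferase in A549 cells. Compounds were tested at several concentrations, and a CellTiter-Fluor read on the same wells flagged cytotoxicity.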
Nrf2 activator: activates Nrf2 signaling; Potency, µM (titrated, usually from 46.1 µM), for inactives: top-dose activation, most hits filed as activators; 0.31% of 410,000 active; AID 624171; AREc32 ARE-luciferase reporter (MCF7-derived line), luminescence, 24 h; further: potency means the concentration at half of the fitted maximal effect; % of control where 0% means no effect; nearly all actives have a fitted effect of over 65% in size
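Cells of the AREc32 ARE-luciferase line are plated in OPTI-MEM containing 5% FBS and left overnight at 37 deg C. Compounds are pinned in, incubation continues 24 hr, and firefly luciferase signal is then measured.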
pAkt inh: blocks phosphorylation of Akt | Neuro2A IGF-stimulated pAkt S473 HTRF, 20 min; active compounds read low | activity change, % for hits at 50 µM | 0.32% of 360,000 active | AID 651550; in the data active means activity change below about -80%; inconclusive means mostly about -51% to -80%; further: on the % scale 0 is the no-effect control and ±100 the full control effect
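Single-point screen (50 µM final compound) in Neuro2A cells stimulated 20 min with 6 nM IGF at 37 deg C. After lysis, Ser473-phosphorylated Akt read by HTRF (ex 330 nm, em 615/665 nm) as the 665/615 ratio.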
CCT modulator: modulators of cytosolic chaperonin (CCT/TRiC) activity | purified chaperonin ATPase assay, HTRF ADP detection, 30 min | activity change, % (concentration not given with the values), hits read low | 0.3% of 360,000 active; in the data active means activity change below about -30%; further: on the % scale 0 is the no-effect control and ±100 the full control effect
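ATPase activity: ADP formed was measured by HTRF Transcreener (665/615 nm ratio) after 30 min at 37 deg C with 10 uM ATP. Compounds screened at one 76 uM concentration against 40 or 20 nM TRiC in Tris pH 7.4/KCl/MgCl2/DTT buffer.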
Numbers without * were called inactive; i = inactive; ? = inconclusive; / = no result given; & = joins results of further samples. Unless noted, the call rests on the fitted dose curve; in most records, active means well fitted curve in the direction sought with a large enough effect; inconclusive means small, poorly fitted or top-dose-only effect, or another doubt; inactive means no such curve, though single readings can be large; an effect the other way counts as inactive or inconclusive.

SMILES	A549 viability	EPAC2 antagonist	EPAC2 agonist	TGFb SMAD3 inh	MmCpn inh	Nrf2 inh	Nrf2 activator	pAkt inh	CCT modulator
Cc1cc([N+](=O)[O-])ccc1-c1ccc(C2Nc3ccccc3C(=O)N2O)o1 (stereo not given)	?	-6.0%	14.6%	-1.1%	-18.6%	?	0.1%	i	-2.1
COc1cc(NC(=O)c2ccc(C(=O)c3ccccc3)cc2)cc(OC)c1OC	-8.1%	4.4%	18.8%	2.9%	-0.4%	?	-0.1%	i	-1.6
COc1ccc(N2CCN(C(=O)c3ccc(CS(=O)(=O)c4ccc(Br)cc4)o3)CC2)cc1	4.8%&-2.6%	18.0%	1.5%	0.2%&12.1%	3.8%	?	0.2%&2.6%	i	0.5
O=C1C=C(Nc2ccc(O)cc2)CC(c2ccco2)C1 (stereo not given)	-19.8%	9.8%	2.2%	6.0%	-0.1%	-5.0%	15.4%	i	0.6
CSc1ccc(S(=O)(=O)Nc2ccc3c4c(cccc24)CC3)cc1	?	-2.2%	11.7%	?	-0.6%	18.4µM*	-0.2%	i	-1.2
Cn1c(=O)cc(OCCCC(=O)N2CCN(c3ccccn3)CC2)c2ccccc21	-3.8%	-0.9%	6.6%	-19.0%	0.1%	-13.3%	3.6%	i	-1.5
COc1ccccc1C(=O)N/C(=C/c1ccccc1)C(=O)Nc1ccc(C(=O)O)cc1	2.0%	3.4%	6.9%	-2.3%	-7.3%	3.2%	0.0%	i	1.3
N#Cc1c(-c2ccc(F)cc2)nc2n(c1=O)CCS2	12.2%	0.9%	14.8%	25.8%	0.6%	5.0%	-0.2%	i	-1.3
Cc1nn(C(C)C(=O)NCCc2ccco2)c(=O)c2nn(-c3ccccc3)c(C)c12 (stereo not given)	1.0%	-1.6%	5.3%	6.7%	0.8%	25.4%	0.2%	i	0.6
Cc1ccc(C(=O)N2CCN(c3ccccc3O)CC2)cc1S(=O)(=O)N1CCCCC1	0.7%	12.6%	-0.9%	-15.7%	2.6%	?	2.2%	i	1.3
COC(=O)c1ccc(OC(=O)c2ccncc2)cc1O	-2.8%	-4.2%	3.9%	-2.7%	-0.7%	0.9%	-0.5%	i	0.8
CN(C)C(=O)c1cccc(-c2cnc3c(NC=O)cc(-c4ccccc4N(C)C)cn23)c1	/	2.0%	5.8%	-20.6%	/	/	5.5%	i	-1.7
COc1ccc(-n2c(C)cc(C(=O)COc3ccc(C)nc3[N+](=O)[O-])c2C)cc1	1.8%	3.2%	6.5%	?	-1.3%	6.2%	0.5%	i	0.8
Cc1ccc(S(=O)(=O)N(C)C)cc1NC(=O)C1CCCCN1S(=O)(=O)c1ccccc1 (stereo not given)	-19.8%	-5.1%	7.4%	-9.5%	1.6%	?	-0.8%	i	1.7
O=C(C(Cc1ccccc1)N1C(=O)C2C3CCC(C3)C2C1=O)N1CCCCC1 (stereo not given)	-3.7%	-4.1%	-2.6%	-0.8%	0.3%	8.0%	-0.5%	i	-5.9
CCCOC1CCCN(Cc2nc(-c3ccc(C(=O)OC)cc3)no2)C1 (stereo not given)	0.7%	-8.1%	-13.5%	9.7%	-2.5%	4.1%	0.2%	i	-1.1
COc1ccc(-c2nc(C#N)c(N3CCCCC3)o2)cc1	9.6%	-4.9%	20.0%	2.8%	-3.4%	-3.0%	3.2%	i	-1.7
C=CCNC(=O)C(=O)NCCCN1CCOCC1	0.0%	2.8%	4.1%	3.6%	1.6%	0.0%	-0.4%	i	1.7
COc1ccnc(N2CCN(c3ccc(Cl)cc3)CC2)c1C#N	-6.5%	8.9%	10.2%	-0.7%	-0.8%	-11.3%	3.8%	/	2.1
CCOC(=O)Cc1c(C)c2c(C)nn(-c3ccccc3)c2oc1=O	-5.7%	-2.9%	-1.5%	-2.3%	-11.5%	?	-0.6%	-103.1%*	-0.2
Cc1ccc(C(=O)N(CCCN(C)C)c2nc3ccc(Cl)cc3s2)cc1C	-4.3%	-4.6%	10.4%	?	0.1%	-13.2%	6.2%	i	0.5
O=C(N=c1ccn(-c2nc3ccccc3nc2NS(=O)(=O)c2ccc(Cl)cc2)cc1)c1cccs1	?	14.3%	3.1%	16.2%	-4.9%	-16.3%	-0.3%	i	-1.2
O=C(CN1C(=O)NC2(CCCC2)C1=O)Nc1cccc(Cl)c1Cl	-0.1%	-11.3%	0.1%	-0.8%	1.5%	-17.1%	-0.6%	i	0.4
Cc1ccc(NC(NC(=O)c2cccnc2)C(Cl)(Cl)Cl)cc1 (stereo not given)	1.2%	-10.9%	3.7%	-11.0%	-0.3%	-24.5%	-0.2%	i	-2.1
COc1ccc(N(CC(=O)NCCc2ccc(OC)c(OC)c2)S(=O)(=O)c2c(C)noc2C)cc1	-1.6%	-6.3%	2.3%	5.2%	-0.8%	9.8%	-0.7%	i	-3.5
O=C(c1ccc(S(=O)(=O)N2CCCC2)cc1)N1CCN(c2ccccc2)CC1	-1.6%	-3.8%	-2.9%	20.4%	1.8%	4.5%	-0.4%	i	1.2
O=C(COC(=O)c1ccc(Cl)c(S(=O)(=O)NCc2ccccc2)c1)NCC1CCCO1 (stereo not given)	-3.3%	-7.5%	0.0%	6.9%	-0.3%	-2.0%	0.2%	i	0.3
Cc1ccc(S(=O)(=O)NC[C@H]2O[C@@H](n3cnc4c(N)ncnc43)[C@H](O)[C@@H]2O)s1	0.5%	-6.4%	14.4%	13.8%	0.1%	3.0%	-0.3%	i	0.2
N#CCCN(C(=O)COC(=O)C1CCN(S(=O)(=O)c2ccccc2C(F)(F)F)CC1)c1ccccc1	3.4%	2.3%	13.9%	-2.2%	/	-5.3%	-0.3%	i	0.2
Cc1cccc(NC(=S)NCc2cccs2)c1	-1.4%	-8.5%	14.6%	-5.2%	0.2%	?	0.4%	i	-1.5
CCCCOc1ccc(Br)cc1CSC(=N)N	-10.7%	-5.6%	5.2%	20µM*	2.1%	?	8.8%	i	-0.2
N#Cc1ccc(NCC(=O)Nc2ccc3c(c2)OCCO3)cc1	-14.2%	-1.2%	3.0%	1.8%	2.4%	-25.6%	-0.7%	i	-0.4
Cc1ccc(C(=O)N/N=C\c2ccc[nH]2)cc1[N+](=O)[O-]	-27.3%	6.4%	1.2%	6.1%	-4.2%	?	2.2%	i	-0.5
Cc1ccc(NC(=O)CN2C(=O)CSc3ccc(S(=O)(=O)N4CCCC4)cc32)cc1F	-0.9%	/	/	?	/	?	3.6%	/	/
Cc1cccc(S(=O)(=O)Nc2nc3ccccc3nc2Nc2ccc3c(c2)OCO3)c1	-7.7%	-4.7%	15.6%	6.7%	2.1%	?	-0.7%	i	0.0
CC(C)(C)NC(=O)COC(=O)c1cc(Br)ccc1Cl	0.0%	-13.6%	0.3%	-1.4%	3.2%	0.0%	-0.3%	i	-0.3
CN(C)CCCNC(=S)NCc1ccc(Cl)cc1	6.0%	12.3%	1.4%	-21.3%	2.0%	7.4%	0.5%	i	1.4
CCOC(=O)CSc1n[nH]c(NC(=O)c2ccc(F)cc2)n1	-5.8%	6.7%	5.1%	-16.8%	-0.3%	/	-0.2%	/	-0.7
Cc1csc(NC(=O)CCC(=O)N(CC(=O)NC2CCCC2)c2ccccc2)n1	1.5%	2.4%	8.0%	-3.7%	1.9%	-1.4%	-0.8%	i	-1.0

Rewritten with bars between the fields: part of the list above.
Structure | A549 viability | EPAC2 antagonist | EPAC2 agonist | TGFb SMAD3 inh | MmCpn inh | Nrf2 inh | Nrf2 activator | pAkt inh | CCT modulator
COc1ccc(N(CC(=O)NCCc2ccc(OC)c(OC)c2)S(=O)(=O)c2c(C)noc2C)cc1 | -1.6% | -6.3% | 2.3% | 5.2% | -0.8% | 9.8% | -0.7% | i | -3.5
O=C(c1ccc(S(=O)(=O)N2CCCC2)cc1)N1CCN(c2ccccc2)CC1 | -1.6% | -3.8% | -2.9% | 20.4% | 1.8% | 4.5% | -0.4% | i | 1.2
O=C(COC(=O)c1ccc(Cl)c(S(=O)(=O)NCc2ccccc2)c1)NCC1CCCO1 (stereo not given) | -3.3% | -7.5% | 0.0% | 6.9% | -0.3% | -2.0% | 0.2% | i | 0.3
Cc1ccc(S(=O)(=O)NC[C@H]2O[C@@H](n3cnc4c(N)ncnc43)[C@H](O)[C@@H]2O)s1 | 0.5% | -6.4% | 14.4% | 13.8% | 0.1% | 3.0% | -0.3% | i | 0.2
N#CCCN(C(=O)COC(=O)C1CCN(S(=O)(=O)c2ccccc2C(F)(F)F)CC1)c1ccccc1 | 3.4% | 2.3% | 13.9% | -2.2% | / | -5.3% | -0.3% | i | 0.2
Cc1cccc(NC(=S)NCc2cccs2)c1 | -1.4% | -8.5% | 14.6% | -5.2% | 0.2% | ? | 0.4% | i | -1.5
CCCCOc1ccc(Br)cc1CSC(=N)N | -10.7% | -5.6% | 5.2% | 20µM* | 2.1% | ? | 8.8% | i | -0.2
N#Cc1ccc(NCC(=O)Nc2ccc3c(c2)OCCO3)cc1 | -14.2% | -1.2% | 3.0% | 1.8% | 2.4% | -25.6% | -0.7% | i | -0.4
Cc1ccc(C(=O)N/N=C\c2ccc[nH]2)cc1[N+](=O)[O-] | -27.3% | 6.4% | 1.2% | 6.1% | -4.2% | ? | 2.2% | i | -0.5

This is a subset; count on the stated rates, not on these rows.
